# Screens from PubChem.
# 14-3-3 Bad PPI: disrupts binding of bovine 14-3-3 zeta to phospho-Bad peptide; TR-FRET 14-3-3zeta/Dy647-pBad peptide displacement, 1 h; 0.71% of 220,000 active; inhibition, % at 21.7 µM;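 active means inhibition above about 70%, limit read from the data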;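 further: 0% = full 14-3-3 plus peptide FRET controls and 100% = background without 14-3-3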
# Runt-SMMHC FRET: inhibitors of human RUNX1 Runt domain binding to CBFb-SMMHC; Q01196+Q13951; Cerulean-Runt/Venus-CBFb-SMMHC FRET ratio 530/480, 1 h; inhibition, % at 20 µM; 0.74% of 220,000 active; AID 1434;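 active means mean inhibition across duplicate retests at 20 µM reaching about 50%, limit read from the data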;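 further: 0% = DMSO wells and 100% = wells with excess untagged CBFb-SMMHC; inhibitors lower the FRET ratio by blocking Runt binding to CBFb-SMMHC; some results filed as inactive read as strong as hits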
# Runt-CBFb FRET: Runt domain-CBFb interaction inhibition; Q01196+Q13951; Cerulean-Runt/Venus-CBFb FRET ratio 530/480, 1 h; inhibition, % at 20 µM; 0.46% of 220,000 active; AID 1496;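 active means inhibition over about 50% at 20 µM in the single-dose screen, limit read from the data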;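 further: 0% = DMSO wells and 100% = excess unlabeled CBFb competitor control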
#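 Assay system: Cerulean-Runt domain fusion protein, energy donor; Signal: fluorescence energy transfer, 422 nm excitation, 530/480 nm emission; Timing: 1 h compound exposure, room temperature; Control set: unlabeled CBFb; Medium: Tris buffer pH 7.5 with salts and BSA; Compound: single test concentration of 20 µM, 1% DMSO final; Probe or stimulus: Venus-CBFb 100 nM.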
# MDM2 E3 inh: blocks human Mdm2 ubiquitin ligase activity; Q00987; cell-based MDM2 ubiquitination luciferase reporter, 2 h; 0 = plate control, 100 = twice control, blank-subtracted; signal enhancement, % at 5 µM; 0.11% of 210,000 active;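 active means signal enhancement of 30% or more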;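 further: luminescence tracks abundance of the self-degrading MDM2-luciferase fusion protein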
#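 Assay system: stable mammalian line carrying autodegrading MDM2–luciferase fusion reporter; Input: 2000 cells in each well; Compound dosing: single-point 5 µM; Schedule: 2 h compound exposure at 37 °C; Signal: SteadyLite luciferase luminescence after 15 min room-temperature reagent incubation; Evaluation: % luminescence enhancement versus blank-corrected plate control mean; Benchmarks: plate controls and plate blanks.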
# Hck Nef HTS: human Hck-Nef kinase inhibition | 0.68% of 220,000 active | Recombinant Hck-YEEI plus Nef, Z-Lyte FRET kinase assay | inhibition, % at 20 µM;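 active means Hck-Nef kinase inhibition above about 50%, limit read from the data; inactive means inhibition below that limit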;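 further: 0% = DMSO with Hck plus Nef and 100% = Hck alone without Nef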
# Target sequence (P08631 whole entry, looked up): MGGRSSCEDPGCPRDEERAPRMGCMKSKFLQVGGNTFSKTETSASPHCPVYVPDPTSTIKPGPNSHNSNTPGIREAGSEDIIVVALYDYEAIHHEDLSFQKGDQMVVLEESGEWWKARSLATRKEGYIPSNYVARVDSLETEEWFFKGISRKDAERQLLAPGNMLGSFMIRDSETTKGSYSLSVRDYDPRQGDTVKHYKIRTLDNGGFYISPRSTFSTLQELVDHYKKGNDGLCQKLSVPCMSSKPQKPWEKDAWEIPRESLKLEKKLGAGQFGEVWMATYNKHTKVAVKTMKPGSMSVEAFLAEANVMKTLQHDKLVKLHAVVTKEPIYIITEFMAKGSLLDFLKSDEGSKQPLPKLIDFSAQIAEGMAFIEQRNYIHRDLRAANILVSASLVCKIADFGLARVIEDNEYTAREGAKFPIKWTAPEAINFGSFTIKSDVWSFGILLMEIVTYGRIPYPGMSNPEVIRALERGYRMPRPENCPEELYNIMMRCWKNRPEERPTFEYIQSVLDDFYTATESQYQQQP
# L929 necroptosis: L929 zVAD cell death inhibition | L929 zVAD necroptosis rescue, ATP luminescence, 24 h; with zVAD 60 µM | viability rescue, % at 10 µM | 0.38% of 220,000 active | AID 1377;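 active means activation, scaled between plate controls, above about 75%, limit read from the data; inactive means activation under that limit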;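 further: 0% = zVAD with DMSO and 100% = DMSO alone without zVAD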
# p47phox inh: inhibitors of human p47phox binding. P14598. p47phox/p22phox peptide binding, fluorescence polarization, 2 h. inhibition, % at 24.7 µM. 0.53% of 220,000 active. AID 1274;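 active means inhibition above about 30%, limit read from the data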;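 further: 0% = p47phox with labelled peptide and 100% = labelled peptide alone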
# Target sequence (P14598 whole entry, looked up): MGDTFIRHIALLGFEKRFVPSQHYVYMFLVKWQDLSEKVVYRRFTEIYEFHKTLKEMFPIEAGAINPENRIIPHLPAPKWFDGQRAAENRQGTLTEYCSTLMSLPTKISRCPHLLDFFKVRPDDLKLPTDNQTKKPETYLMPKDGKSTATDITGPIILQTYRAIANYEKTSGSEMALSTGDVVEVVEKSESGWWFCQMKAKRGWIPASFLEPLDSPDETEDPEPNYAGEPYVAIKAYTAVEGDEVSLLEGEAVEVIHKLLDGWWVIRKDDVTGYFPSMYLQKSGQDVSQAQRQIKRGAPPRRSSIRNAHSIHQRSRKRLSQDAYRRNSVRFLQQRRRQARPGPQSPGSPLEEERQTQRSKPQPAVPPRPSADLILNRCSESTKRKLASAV
# EBV gp42 inh: inhibitors of Epstein-Barr virus glycoprotein 42; Q1HVG2; Fluorescence polarization binding assay, mP read-out; inhibition, % (tested at 21.74 µM); 0.42% of 220,000 active; AID 1085; in the data active means inhibition above about 50%
# TbHK1 inh: blocks Trypanosoma brucei hexokinase 1 activity; recombinant TbHK1, G6PDH-coupled NADH A340; inhibition, % at 10 µM; 0.11% of 220,000 active; AID 1430;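 active means inhibition of 50% or more in the single-dose primary screen; inactive means inhibition below 50%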
# Active calls of the source: *; . = no result given; [ ] = another dose, or the depositor's remark. This is a random part of the collection; about 3.2% have a hit in one of these screens.
SMILES,14-3-3 Bad PPI,Runt-SMMHC FRET,Runt-CBFb FRET,MDM2 E3 inh,Hck Nef HTS,L929 necroptosis,p47phox inh,EBV gp42 inh,TbHK1 inh
O=C1c2ccccc2C(O)N1Cc1ccccc1 (centres undefined),-2,-3,1,-12,2,3.2,-5,-8,0
COc1ccccc1NC(CC(=O)c1ccccc1)C(=O)OCC(=O)c1ccc(F)cc1 (centres undefined),-5,3,-6,2,1,0.9,-7,7,-6
Cc1cc(C)cc(NC(=O)Nc2ccc(N3CCCCC3)cc2)c1,3,7,8,-10,-36,77*,-10,-7,0
CN(CC(=O)N1CC=C(c2ccccc2)CC1)S(=O)(=O)c1ccc2c(c1)c(=O)n(C)c(=O)n2C,4,-3,-1,-14,4,-0.1,-6,-7,-18
COc1ccc(CCN(Cc2nc3ccccc3c(=O)[nH]2)C(=O)c2ccco2)cc1,-5[fluorescence artefact?],3,1,-3,0,0.0,-15,-14,0
CCOC(=O)c1nnc(-c2cccs2)nc1Oc1ccc(Cl)cc1,4,2,2,3,3,0.9,-7,-11,-15
O=C(CSc1ccc(Cl)cc1)OCc1nnc(-c2ccccc2)o1,2,-4,-2,-8,0,0.7,-7,-2,3
CC(C)C(NC(=O)c1ccc(F)cc1)C(=O)Nc1cccnc1 (centres undefined),0,4,0,5,28,0.7,-1,-6,-3
Cc1ccccc1NC(=O)C1CCN(C2=NS(=O)(=O)c3ccccc32)CC1,7,1,.,-3,-3,0.7,5,-19,-1
CCN1CCN(C(=O)C2c3cc(OC)c(OC)cc3C(=O)N(C)C2c2ccc(SC)cc2)CC1 (centres undefined),4,3,-1,-6,-1,-0.5,-1,-4,2
N#CCCN(C(=O)CSc1ccc2c(c1)OCCO2)c1ccccc1,-8,-1,3,2,3,-1.0,-14,-23,-1
CCOC(=O)N1CCN(C(=O)c2oc(=O)c3ccccc3c2-c2ccc(C)cc2)CC1,-4,2,0,-12,19,0.9,-15,-6,-6
O=C(NCCc1nc2ccccc2[nH]1)c1cccc(Br)c1,-3,-2,1,-16,0,0.4,4,-1,6
CCCCN(C)C(=O)c1nc2ccccn2c1CN1CCSCC1,-6,3,1,5,20,1.0,9,1,-1
Cc1ccc(-c2nc3ncccc3o2)cc1NC(=O)c1cccnc1,-10,.,.,-1,22,7.2,0,-26,-6
O=C(CCn1nnc2ccccc21)NNC(=O)C1CCCCC1,-14,0,-2,18,18,8.3,1,-1,31
Cc1ccc[n+](CC(=O)N2CCCCC2)c1C,9,-4,3,.,15,0.4,-6,-22,-3
Cc1cc(Sc2nc(NC(C)C)nc(NC(C)C)n2)nc(Cl)n1,-2,-3,-44,-4,15,-2.0,-5,5,0
O=C(OCC(=O)N1CCN(S(=O)(=O)c2ccc(Cl)cc2)CC1)c1ccc([N+](=O)[O-])o1,-11,3,1,-11,21,0.0,6,-12,-5
O=C(Cc1ccc([N+](=O)[O-])cc1)NCC1CCCO1 (centres undefined),-4,-1,1,-20,3,-0.5,0,-20,9
CCCC(=O)Nc1nnc(-c2ccco2)s1,-4,8,16,-14,0,0.6,-3,-4,-12
CCC1Sc2ccccc2N(CC(=O)NCc2ccc3c(c2)OCO3)C1=O (centres undefined),-1,1,-1,-7,-13,-1.0,-8,-4,3
CC1CCN(c2cc(N)c(Cl)cc2[N+](=O)[O-])CC1,-10,-1,-3,-4,0,0.0,-1,-11,-21
COc1ccc(/C(C)=N\NS(C)(=O)=O)c(OC)c1,7,1,2,-54,7,0.0,-11,-19,1
COCCCNC(=S)N/N=C/c1ccccc1O,-9,7,3,-2,-21,-0.9,7,-6,-35
Cc1cc(-c2cccs2)n[nH]1,4[fluorescence artefact?],4,2,-15,-11,6.8,-6,-21,4
COc1cc(NC(=O)Cn2ncc(Cl)c(Cl)c2=O)c(C)cc1[N+](=O)[O-],-11,-4,0,-25,16,-2.9,1,0,-10
O=C(Nc1ccc(S(=O)(=O)NCc2ccco2)cc1)c1ccncc1,-7,-1,4,-13,9,-0.2,3,19,0
NC1=NN=C(N2N=C(c3ccccc3)CC2(O)C(F)(F)F)n2ncnc2C1 (centres undefined),-13,4,0,-29,1,-0.1,-6,-5,0
O=[N+]([O-])c1ccc(C2CCCC/C2=N/OCc2ccc(F)cc2)c([N+](=O)[O-])c1 (centres undefined),3,-10,3,-18,-1,0.8,2,-17,5
CCN1CCN(c2c(Cl)cccc2NC(=O)c2ccc3c(c2)OCCO3)CC1,-2,4,-1,-12,0,-0.1,1,-16,2
CC1CC(C)CN(C(=O)C2CCCN(S(=O)(=O)c3cccc4nonc34)C2)C1 (centres undefined),-12,2,-2,1,-1,0.1,-7,-6,-5
Cc1cc(/C=N/n2cnnc2)c(C)n1-c1ccc(Cl)cc1,36[fluorescence artefact?],8,-2,-28,-2,0.2,4,-36,-9
CN(c1ccccc1C(=O)Nc1ccccc1C(=O)NCc1ccco1)S(C)(=O)=O,-4,4,-7,-3,10,-0.2,-5,-9,2
COc1ccc(C(=O)Nc2ccc3c(c2)nc(CN2CCN(C(C)=O)CC2)n3C)cc1,1,-3,.,-8,0,-0.3,-13,-10,-6
O=C(COC(=O)c1cccs1)Nc1cc(S(=O)(=O)N2CCOCC2)ccc1Cl,-3,1,1,-7,28,0.5,-7,-12,-4
CCC(C)NC(=O)C1CCN(S(=O)(=O)c2ccc(OC)cc2)CC1 (centres undefined),0,1,2,-8,3,-0.5,-6,-11,-1
CC(=O)c1ccc2noc(-c3ccc(C)cc3)c2c1,-7,-4,2,-14,24,61,-10,-9,-5
O=C(COC(=O)/C=C/c1cccc(F)c1)Nc1ccc(Cl)cn1,-8,-3,-1,-1,18,3.5,-64,-76,-4
O=C(CSc1ncc(C(F)(F)F)cc1Cl)N1CCN(S(=O)(=O)c2ccccc2)CC1,-4,0,-4,-37,5,-0.6,-25,-15,0
O=C(OCc1ccc(COC(=O)c2cccnc2Cl)cc1)c1cccnc1Cl,-5,-5,-9,-4,-13,-0.3,-4,-16,0
Cc1csc(NC(=O)c2ccc(C)c(S(=O)(=O)N3CCOCC3)c2)n1,-9,-2,2,-4,18,3.7,-5,-2,-2
CCCc1nnc(NC(=O)CCC(=O)N2CCN(c3nc(C)cc(C)n3)CC2)s1,-13,-1,1,8,8,47,-5,-2,-9
Cc1cccc(NC(=O)c2cc([N+](=O)[O-])ccc2NC2CCCCC2)c1,-1[fluorescence artefact?],0,-1,-2,0,.,-8,10,8
Cc1noc(C)c1S(=O)(=O)N(CC(=O)Nc1ccc2c(c1)OCO2)c1ccc(C(C)C)cc1,7,3,1,-19,0,0.4,-4,0,1
COc1ccc(N(C(C)C(=O)N/N=C/c2ccc(OCC(C)C)cc2)S(C)(=O)=O)cc1 (centres undefined),-4,3,-9,-2,-94,3.3,-7,4,-4
CCCCN(CCCC)Cc1ccc(C(=O)NNC(=O)Nc2ccccc2)o1,-10,0,-3,-16,1,0.5,-4,-5,-5
CNC(=O)c1c(NC(=O)c2cccc(N3C(=O)CCC3=O)c2)sc2c1CCCC2,-3,0,3,-4,4,0.9,0,-3,-14
CC1(OC(=O)C2CCCC2)C(=O)C=C2C=C(c3ccsc3)N(Cc3ccccc3)C=C2C1=O (centres undefined),-1,20,3,3,18,-0.6,-4,-3,-9
COc1ccc2cc1Oc1ccc(cc1)C[C@H]1c3cc(c(OC)cc3CCN1C)Oc1c(O)c(OC)cc3c1[C@H](C2)N(C)CC3,-8,-1,2,12,34,-2.5,6,-10,-1

# Additional compounds follow:
SMILES,14-3-3 Bad PPI,Runt-SMMHC FRET,Runt-CBFb FRET,MDM2 E3 inh,Hck Nef HTS,L929 necroptosis,p47phox inh,EBV gp42 inh,TbHK1 inh
COc1ccc(CCNC(=O)CN(c2ccc(C)cc2)S(=O)(=O)c2c(C)noc2C)cc1OC,10,-2,-2,1,-1,-0.1,-15,-16,-2
CCN(CC)S(=O)(=O)c1ccc(O)c(NS(=O)(=O)c2ccccc2F)c1,-3[fluorescence artefact?],31,42,0,14,0.2,-10,-10,2
CCNC(=O)C1CC(=O)N(c2ccc(Br)cc2)C1 (centres undefined),8,3,2,-7,2,-0.1,0,-4,3
Clc1ccc(SCc2cn3ccccc3n2)cc1,-5,1,1,-5,16,-0.1,8,-19,-2
CCCOc1ccc(S(=O)(=O)NCCCN2CCOCC2)c2ccccc12,7,1,-4,-6,1,1.1,-9,-16,-7
CCc1ccc(NC(=O)C(C)OC(=O)CCC(=O)c2cccs2)cc1 (centres undefined),-13,-2,-8,-10,1,0.8,-3,2,29
CCCNC(=O)CSc1nccn1Cc1ccc(OC)cc1,-23,-2,-3,-9,7,0.3,-4,-3,-3
COc1ccc(C(=O)Nc2nc(C)cs2)cc1S(=O)(=O)N1CCCC1,-11,-2,1,-13,8,1.5,-11,-2,-12
CCOC(=O)c1sc(Nc2ccc(F)cc2)nc1C,1,-2,-1,3,-9,2.3,-8,12,-13
S=C(NC1CCCCC1)NC1CC2C=CC1C2 (centres undefined),-1,-2,0,2,25,-0.3,-16,-2,-8
Cc1c(C(c2cccs2)c2c(C)n(C)n(-c3ccccc3)c2=O)c(=O)n(-c2ccccc2)n1C,2,0,0,-10,12,-0.3,-11,-7,-3
CC(Oc1ccc(Cl)cc1Cl)C(=O)NC(=S)N1CCc2ccccc21 (centres undefined),-8,6,8,0,1,-0.1,-30,-5,0
Cc1nnc(SCc2cccc([N+](=O)[O-])c2)[nH]c1=O,-14,-3,0,4,17,4.0,1,-11,-4
Cc1ccc2c(COC(=O)C3=COCCO3)cc(=O)oc2c1,0,-2,-1,-55,6,0.9,-8,-18,0
COc1ccc(CNc2nc3c(c(=O)[nH]c(=O)n3C)n2Cc2ccccc2C)cc1,8,0,-7,-6,1,-1.1,-8,-4,-4
Cc1ccc(N(NC(=O)C(C)(C)O)C(=O)c2ccccc2)cc1C,1,-1,1,-1,0,-0.2,-13,5,-14
O=C(CSc1nc2ccccc2o1)c1cc2ccccc2oc1=O,-6,-11,-1,-1,0,-0.2,-7,-6,-4
O=S(=O)(c1ccc(NC(=S)Nc2ccc(OC(F)F)cc2)cc1)N1CCOCC1,5,0,0,-24,-1,-0.1,-9,-1,-2

# Look-ups from above.
# Result for Cc1ccc(N(NC(=O)C(C)(C)O)C(=O)c2ccccc2)cc1C under Runt-SMMHC FRET: -1
# Result for O=S(=O)(c1ccc(NC(=S)Nc2ccc(OC(F)F)cc2)cc1)N1CCOCC1 under EBV gp42 inh: -1

# Pulled one by one from the list above (four):
SMILES,14-3-3 Bad PPI,Runt-SMMHC FRET,Runt-CBFb FRET,MDM2 E3 inh,Hck Nef HTS,L929 necroptosis,p47phox inh,EBV gp42 inh,TbHK1 inh
COc1ccc(CCN(Cc2nc3ccccc3c(=O)[nH]2)C(=O)c2ccco2)cc1,-5[fluorescence artefact?],3,1,-3,0,0.0,-15,-14,0
Clc1ccc(SCc2cn3ccccc3n2)cc1,-5,1,1,-5,16,-0.1,8,-19,-2
O=C(COC(=O)/C=C/c1cccc(F)c1)Nc1ccc(Cl)cn1,-8,-3,-1,-1,18,3.5,-64,-76,-4
Cc1nnc(SCc2cccc([N+](=O)[O-])c2)[nH]c1=O,-14,-3,0,4,17,4.0,1,-11,-4
